# M4 ag: human M4 muscarinic receptor agonists, primary screen, CHO-K1 cells, Fluo-8 calcium fluorescence; 360,000 compounds, 0.14% hits; activation, % at 3 µM; CHO-K1 hM4/Gqi5; vehicle 0%, full acetylcholine response 100%; Muscarinic acetylcholine receptor M4 (Homo sapiens), P08173;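 active = activation above the run mean over all test wells plus 3 SD, cut at about 32% in these data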;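 note: peak over basal fluorescence ratio per well then scaled between controls; 0% = DMSO wells and 100% = acetylcholine at EC100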
# Target sequence (P08173 whole entry, looked up): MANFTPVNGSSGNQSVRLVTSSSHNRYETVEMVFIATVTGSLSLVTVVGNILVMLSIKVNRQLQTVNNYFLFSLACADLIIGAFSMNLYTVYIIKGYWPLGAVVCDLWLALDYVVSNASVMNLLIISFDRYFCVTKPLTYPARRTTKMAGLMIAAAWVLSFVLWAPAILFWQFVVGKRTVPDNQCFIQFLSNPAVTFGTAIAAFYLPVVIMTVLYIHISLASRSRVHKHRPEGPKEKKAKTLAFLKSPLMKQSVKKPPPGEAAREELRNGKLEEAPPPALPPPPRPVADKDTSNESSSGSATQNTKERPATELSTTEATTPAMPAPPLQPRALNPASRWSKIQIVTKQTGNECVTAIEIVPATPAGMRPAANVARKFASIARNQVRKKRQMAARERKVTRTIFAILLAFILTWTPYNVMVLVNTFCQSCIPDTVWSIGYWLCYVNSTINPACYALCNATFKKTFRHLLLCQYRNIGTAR
# M1 PAM: human M1 muscarinic receptor positive allosteric modulators, primary screen, CHO-K1 cells, Fluo-8 calcium fluorescence, 1536-well; 360,000 compounds, 0.088% hits; activation, % at 3 µM; CHO-K1 hM1, ACh EC20; 0% = ACh EC20, 100% = maximal ACh; in the data active = activation above about 19%, passing the limit was not always enough
# CHO parental Ca: ATP-evoked calcium signal inhibitors, parental CHO, primary screen, counter-screen for OX1R antagonist project, cell-based, fluorescence, Fluo-8 calcium dye; inhibition, % at 5.6 µM; AID 463079, 2010; parental CHO-K1, ATP-induced calcium, Fluo-8 fluorescence; 330,000 compounds, 0.63% hits;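 active = inhibition above that plate's mean sample inhibition plus 3 SD, cut at about 26% in these data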;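 note: 0% = ATP-challenged DMSO wells and 100% = DMSO wells without ATP; some compounds past the cut are filed as inactive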
#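 material = parental CHO cells | also added = ATP as calcium-mobilizing challenge | dosing = single point at 5.6 µM | detection = intracellular calcium via Fluo-8 no-wash fluorescent dye | read-out = % inhibition | benchmarks = low control ATP plus DMSO, high control DMSO only | repeats = one well per compound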
# M1 antag: human M1 muscarinic receptor antagonists, primary screen, CHO-K1 cells, Fluo-8 calcium fluorescence, 1536-well; 360,000 compounds, 1.3% hits; CHO-K1 hM1, ACh EC80 antagonist; inhibition, % at 3 µM; AID 588852, 2011; Muscarinic acetylcholine receptor M1 (Homo sapiens), P11229;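 active = percent inhibition above its own plate's cutoff, namely the mean of that plate's compound wells plus 3 SD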;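 note: peak over basal fluorescence ratio during 140 s after agonist addition; 0% = ACh EC80 plus DMSO and 100% = DMSO alone without agonist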
# CHO-K1 Ca ag: counter-screen for M1 agonists: effect in parental CHO-K1 cells. Fluo-8 calcium fluorescence; scaled to maximal ATP response, vehicle zero. activation, % at 3 µM. 360,000 compounds, 0.48% hits. AID 602248, 2012; in the data active = activation above about 15%;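 note: untransfected CHO-K1 host cells lacking M1 receptor as counterscreen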
# M1 ag: human M1 muscarinic receptor agonists, primary screen, Fluo-8 calcium fluorescence, CHO-K1 cells, HTS | Muscarinic acetylcholine receptor M1 (Homo sapiens), P11229 | CHO-K1 hM1, agonist mode; 0% DMSO, 100% acetylcholine EC100 | activation, % at 3 µM | 360,000 compounds, 0.33% hits | AID 588814, 2011;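 active = activation above the run's mean compound activation plus 3 SD, cut at about 16% in these data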;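 note: peak over basal fluorescence ratio within a 140 s kinetic read after compound addition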
# CHO-K1 Ca antag: counter-screen for M1 antagonists: effect in parental CHO-K1 cells. inhibition, % at 3 µM. AID 602250. 360,000 compounds, 0.6% hits. ATP-induced calcium, Fluo-8 fluorescence;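 active = inhibition above a per-plate cutoff, the plate's mean sample inhibition plus 3 SD, cut at about 24% in these data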;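 note: 0% = DMSO plus EC80 ATP and 100% = DMSO alone without ATP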
# OXTR potentiate: human OXTR potentiators, primary screen, fluorescence, CHO-OTR cells, Fluo-8 calcium. Oxytocin receptor (Homo sapiens), P30559. Fluo-8 calcium fluorescence, potentiator mode; 0% = oxytocin EC15, 100% = EC100. activation, % at 3 µM. 320,000 compounds, 0.061% hits;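 active = activation above that plate's cutoff, the mean activation of tested compounds plus 3 SD, cut at about 6.6% in these data, passing the limit was not always enough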;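 note: 100% uses oxytocin at 75 nM as the full agonist control; some results filed as inactive read as strong as hits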
# Target sequence (P30559 whole entry, looked up): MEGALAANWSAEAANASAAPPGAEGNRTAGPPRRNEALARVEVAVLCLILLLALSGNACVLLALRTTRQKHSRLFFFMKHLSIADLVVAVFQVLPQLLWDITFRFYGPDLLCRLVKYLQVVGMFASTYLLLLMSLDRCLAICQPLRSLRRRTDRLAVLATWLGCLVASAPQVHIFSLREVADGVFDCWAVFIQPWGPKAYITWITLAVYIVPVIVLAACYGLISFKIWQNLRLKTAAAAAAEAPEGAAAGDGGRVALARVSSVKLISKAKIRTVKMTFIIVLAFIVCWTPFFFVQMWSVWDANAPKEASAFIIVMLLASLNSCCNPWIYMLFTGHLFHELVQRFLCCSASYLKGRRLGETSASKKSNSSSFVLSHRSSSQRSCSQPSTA
#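 System: human OTR in CHO cells / Also added: sub-maximal oxytocin, roughly EC15 / Control set: EC15 oxytocin low, 75 nM oxytocin high / Schedule: 6 min compound pre-incubation at room temperature, 100 s kinetic read / Compound: single-point 3.0 µM / Replication: singlicate / Technique: Fluo-8 calcium dye fluorescence / Read-out basis: % activation of max/min ratio relative to oxytocin controls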
# M4 antag: human M4 muscarinic receptor antagonists, primary screen, CHO cells, Fluo-8 calcium fluorescence | Muscarinic acetylcholine receptor M4 (Homo sapiens), P08173 | CHO-hM4 cells, ACh EC80 | inhibition, % at 3 µM | 360,000 compounds, 0.73% hits;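 active = inhibition above its plate's cutoff, the mean inhibition of sample wells plus 3 SD, cut at about 27% in these data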;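 note: 0% = acetylcholine EC80 with DMSO and 100% = DMSO without agonist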
# * marks the source's active call; other numbers are inactive results; / = not tested or not shown; & = joins results of further samples. Random draw from the library; overall some 2.9% were active at least once.
# The first two records, ahead of the listing:
SMILES,M4 ag,M1 PAM,CHO parental Ca,M1 antag,CHO-K1 Ca ag,M1 ag,CHO-K1 Ca antag,OXTR potentiate,M4 antag
Fc1ccc(F)c(C2=NNC(=NCC3CCCO3)SC2)c1 (stereo not given),3,3,-22,2,9.4,-3,-6,-12,-6
CCOc1ccccc1/C=C/c1onc(C)c1S(=O)(=O)N1CCC(C(=O)NC(C)C)CC1,2,4,-12,-2,7.5,-8,19,6,0

# The whole of this part, repeating the preview:
SMILES,M4 ag,M1 PAM,CHO parental Ca,M1 antag,CHO-K1 Ca ag,M1 ag,CHO-K1 Ca antag,OXTR potentiate,M4 antag
Fc1ccc(F)c(C2=NNC(=NCC3CCCO3)SC2)c1 (stereo not given),3,3,-22,2,9.4,-3,-6,-12,-6
CCOc1ccccc1/C=C/c1onc(C)c1S(=O)(=O)N1CCC(C(=O)NC(C)C)CC1,2,4,-12,-2,7.5,-8,19,6,0
O=C(COc1ccc(S(=O)(=O)N2CCCC2)cc1)Nc1ccc2c(c1)OCCO2,2,11,-7,-3,0.0,2,3,-14,-5
O=C(O)CC(NC(=O)c1ccc2c(c1)OCO2)c1cccc([N+](=O)[O-])c1 (stereo not given),0,14,-5,-10,0.1,-5,-6,-25,6
CCOc1ccccc1C1NC(=O)c2ccccc2O1 (stereo not given),1,9,-11,-10,1.0,-5,-13,3,-11
Fc1ccc(-c2nc3c4ccccc4ccn3c2Cc2ccsc2)cc1,-1,2,/,-22,1.0,-4,-21,/,-4
O=C(NCCCN1CCOCC1)c1ccccc1N1C(=O)[C@@H]2Cc3c([nH]c4ccccc34)C(c3ccccc3)N2C1=O (stereo not given in full),6,4,/,-2,0.4,-5,9,/,-19
c1ccc(CSCCc2ccncc2)cc1,2,9,-5,-16,0.0,-5,4,-6,6
COc1ccc(/C(CC2(O)C(=O)Nc3ccccc32)=N\O)cc1 (stereo not given),1,9,-1,-18,-0.1,-3,0,-4,8
CCOC(=O)N1CCN(C(=O)c2cc(C)no2)CC1,1,16,7,-14,-0.6,3,2,0,-9
CCN(Cc1ccccc1)c1ccc(/C=N/NS(=O)(=O)c2ccc(C)c([N+](=O)[O-])c2)cc1,-2,2,-14,1,-0.2,-5,18,-9,-4
CCCCc1c(O)nc(SCC(=O)Nc2ccc(OC)cc2)n(-c2ccc(C)c(C)c2)c1=O,0,15,/,-18,0.0,0,-3,/,-17
S=C(Nc1ccc(OCc2ccccc2)cc1)Nc1cccc(Cl)c1Cl,1,2,-6,-7,0.9,-6,4,0,-1
Cc1ccc(C)c(N2N=C(C(=O)NCCN3C(=O)S/C(=C\c4cccnc4)C3=O)CCC2=O)c1,6,-6,-39,6,0.8,-7,3,-7,-2
[O-]/[N+](=C/c1cccnc1)c1ccc(Br)cc1,4,8,7,0,1.1,-1,-4,-8,4
CCOC(=O)C1=C(COC(=O)c2cc(Br)c(Br)s2)NC(=O)NC1C (stereo not given),1,9,-23,-7,6.1,-3,10,7,4
Cc1cc(N2CCN(c3ccccc3)CC2)nc(N2CCOCC2)n1,2,13,-4,-18,1.1,-4,0,-7,-1
CCOc1ccc(S(=O)(=O)N2CCOCC2)cc1NC(=O)CSCC(=O)Nc1cccc(C)c1,1,11,-16,-7,1.2,-6,-6,-2,1
O=C1C2ON(c3ccccc3)C(c3ccccc3F)C2C(=O)N1c1ccccc1 (stereo not given),0,1,-17,-6,-0.5,-5,-3,-18,-5
COc1ccc(Cn2c(CCC(=O)Nc3ccc(C)c(C)c3)nc3cccnc32)cc1,1,9,-7,-11,0.2,-4,-11,-18,5
CCC(C)CCN1C(N(C)C)=NC[C@@H]1Cc1ccccc1 (stereo not given in full),2,3,-14,-1,-0.2,-13,-6,-3,-3
CC(C)c1ccc(NC(=O)COC(=O)CCC(=O)c2cccs2)cc1,0,4,-9,-10,0.2,-1,-10,1,2
CCOc1ccc(C(=O)NCCN2CCCC2)cc1,1,9,-4,-11,-0.1,-9,-14,-8,-22
Cc1ccn2c(NCc3ccccc3)c(-c3cccc(SC4CCCCC4)c3)nc2c1,4&0,-10,15,10,0.5&0.6,-7,-20&-11,-2,11&7
CS(=O)(=O)c1ccc(NC(=O)CCN2C(=O)C3CC=CCC3C2=O)cc1 (stereo not given),1,4,3,8,0.6,-1,-3,-10,1
COC(=O)c1ccc2[nH]c(C)c(CN3CCCC3)c(=O)c2c1,0,7,/,-12,3.0,-6,-8,/,2
c1ccc(C2=NCCCN2)cc1,1,4,-2,-25,0.5,-9,-10,-1,-6
Cc1cc(NC(=O)C2CC(c3cccc(Br)c3)=NO2)no1 (stereo not given),1,3,-12,-5,0.7,-5,-17,-13,-6
Cc1nc2cc(-c3ccc(Cl)cc3)nn2c(C)c1CCC(=O)NC(C)c1ccc2c(c1)OCCO2 (stereo not given),3,-1,-17,-6,0.5,-1,9,-9,-1
COc1ccc(N2CC(O)=C(c3nc(-c4ccc(F)cc4)cs3)C2=N)cc1,0,9,-12,-1,0.7,-4,-1,-1,4
Cc1ccc(NC(=O)c2ccc3nc[nH]c3c2)nc1,1,-7,-5,17,0.5,-3,3,-5,12
CCOC(=O)N1CCN(S(=O)(=O)c2ccc(C(=O)N(CCN(C)C)c3nc4ccc(CC)cc4s3)cc2)CC1,1,2,-10,-4,0.5,-7,21,0,-6
CC(=O)c1ccc(-n2ccc(=O)cc2)cc1,1,5,-8,-4,0.2,-3,-6,-8,5
COc1cc(CNCCN2CCOCC2)ccc1OCc1ccc(Cl)cc1,6,0,-18,-3,1.4,-5,-9,-1,-12
O=C(O)Cn1nnc(-c2cccs2)n1,1,2,-8,2,0.5,-2,-14,-2,1
COc1ccccc1CCn1cnc(-c2ccc(Br)cc2)c1C(C)C,-1,/,/,/,1.6,/,-9,/,10
Cc1ccc(Cn2c(C)cc3c(c2=O)C(c2cccs2)C(C#N)=C(N)O3)cc1 (stereo not given),0,-8,-15,20,0.3,-3,-17,-4,-2
O=C1C2CC=CCC2C(=O)N1c1n[nH]c(-c2ccccc2)n1 (stereo not given),2,-3,-8,0,-0.1,-2,14,-10,20
CCOC(=O)NC1(NCc2ccccc2)Oc2ccccc2O1,1,3,10,-1,0.8,-5,-9,-3,-1
CCNc1nc(Cl)nc(N(NC(C)=O)C(C)C)n1,1,2,-5,-10,0.9,-3,-13,-7,-4
CCSc1ncnc2sc3c(c12)CCC3,2,-3,2,8,0.1,-1,-15,-1,-4
CCCCCC(=O)Nc1c(-c2ccc(OC)cc2)c(=O)c2ccccc2n1C,0,1,-13,1,0.5,-5,-6,-1,0
CC(=O)Nc1cc(S(=O)(=O)Nc2cccc(C)c2)c(C)cc1C,1,3,-15,-7,1.2,-3,-9,-4,1
Cc1cccc(C(=O)NCC(c2ccco2)N2CCc3ccccc32)c1 (stereo not given),4,4,-30,6,0.4,-6,-18,-4,-7
CC1CCN(CCCNC(=O)c2n[nH]c(=O)c3ccccc23)CC1,0,-4,2,5,0.1,-7,-5,3,-2
Cc1ccc(S(=O)(=O)/N=C(/Nc2ccc3[nH]c(=O)[nH]c3c2)c2ccccc2)cc1,1,15,-14,-8,0.3,-1,-2,-4,-9
Cn1c(=O)n(C)c2cc([N+](=O)[O-])c(N3CCN(C(=O)c4cccc(F)c4)CC3)cc21,13,3,-4,-3,6.9,-6,-15,-5,0
COCCNC(=O)C1CCC(CNS(=O)(=O)c2cccc3nsnc23)CC1 (stereo not given),2,8,-4,-5,0.4,-1,-7,-6,-3
Cc1c(NC(=O)COC(=O)CSc2ccc([N+](=O)[O-])cc2)c(=O)n(-c2ccccc2)n1C,0,9,-12,-6,0.7,-6,-8,-7,2
CCOc1ccc(C(=O)NC2CCN(C(=S)NCc3ccco3)CC2)cc1,3,8,3,-12,1.6,-6,-16,-3,-24
COc1ccc(Br)cc1CN(C)CC(=O)Nc1c(Cl)cccc1Cl,4,3,-4,-2,3.9,-8,-4,0,-7
O=C(c1ccc(Cn2cc(Br)cn2)cc1)N1CCN(c2ccccc2)CC1,3,-3,-4,11,2.5,-5,-28,-9,-4
COc1cccc(CNC(=O)Cc2ccc(OC)c(S(=O)(=O)N3CCOCC3)c2)c1,1,9,-14,-2,-0.2,-1,9,-9,-15
CCCCCCCNC(=O)C1(CC2CC(c3cccc(Br)c3)=NO2)CCN(C(=O)c2cc(OCC)c(OCC)c(OCC)c2)CC1 (stereo not given),0,6,-44,-14,0.0,-6,-20,-7,-15
Cn1c(=O)c2c(nc(NCCCN3CCOCC3)n2Cc2cccc(Cl)c2)n(C)c1=O,0,1,-12,6,0.1,-7,-4,-3,5
Cc1cccc(C)c1NC(=O)CNC(=O)Cc1c[nH]c2ccccc12,1,6,-5,-5,0.7,-3,-5,-2,0
CCOC(=O)[C@]12CCC=C1N(Cc1ccccc1)C(=O)[C@H](CC(=O)N1CCSCC1)C2,1,/,/,/,1.7,/,-8,/,-6
Cc1cccc(C)c1NC(=O)Cn1nnnc1N,1,5,-6,-3,0.1,-5,-5,-2,0
Cc1ccc(CSc2nc(-c3ccccc3)c(C#N)c(=O)[nH]2)cc1,0,-1,-9,-2,-0.7,-3,-3,-13,-3
CSc1nc(N)nc(SCC(=O)Nc2cccc(F)c2)c1C#N,22,-10,62*,24*,11,1,13,-11,15
# (list continues)
SMILES,M4 ag,M1 PAM,CHO parental Ca,M1 antag,CHO-K1 Ca ag,M1 ag,CHO-K1 Ca antag,OXTR potentiate,M4 antag
CCn1nnc2sc3c(c2c1=O)CCC(C)C3 (stereo not given),0,11,-13,-12,0.0,-3,-9,-10,-4
C/C(=N\NC(=O)C1CC1)c1ccc(Cl)cc1,1,8,8,-6,-0.4,-1,8,-3,-4
O=C(COc1ccccc1[N+](=O)[O-])Nc1cc(Cl)ccc1C(=O)O,0,-4,-12,7,-0.4,-1,3,5,13
COc1ccc(N2CCN(C(=O)COC(=O)CNC(=O)c3ccc(C)cc3)CC2)cc1,3,10,20,-3,1.4,0,-3,-4,4
Cc1cc(Cl)ccc1NC(=S)NCc1ccccc1Cl,3,-10,-11,2,4.6,-10,1,-7,4
C/C(CC(=O)NCc1ccco1)=N\NC(=O)Cc1ccc(Cl)cc1,0,1,-17,0,1.3,-4,-9,-11,13
Cc1cccc(N2CCN(CC(O)COc3ccc4ccccc4c3)CC2)c1 (stereo not given),4,0,/,-2,1.8,1,-11,/,-9
C=CCOc1ccc(/C=C/C(=O)OCC(=O)NCC(=O)Nc2c(C)cc(C)cc2C)cc1,2,12,-13,-9,2.0,-2,-2,0,-9
Cc1cc2ncc(-c3ccc(Cl)cc3)c(N)n2n1,1,-6,-11,14,-0.2,-11,-1,-2,2
